Screening data (PubChem)
A350 autofl: compound fluoresces in the Alexa 350 spectral region. Compound autofluorescence, 340/450 nm, Alexa 350 dye-equivalents; hits give high values. max dye-equivalent concentration, M. hit rate 11% among 59,000; in the data active = max dye-equivalent concentration above about 10 nM; inconclusive = mostly about 1.1 nM to 9.6 nM
UbGFP stabilizer: ubiquitin-GFP accumulation via proteasome inhibition; Ubiquitin-GFP reporter cells, proteasome inhibition, GFP fluorescence; response scale: untreated = 0%, 10 µM MG-132 = 100%; Potency, µM (highest dose often 45.9 µM), for the others: at the top dose activation (GFP accumulation), usual class: activators; 67,000 tested, under 10 active; active = well fitted activation curve with a large enough effect, not every such curve was filed as active; inconclusive = small, poorly fitted or top-dose-only effect, or another doubt; inactive = no such curve, though single readings can be large or run the other way; note: potency is the fitted concentration of half-maximal effect
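GFP accumulation read-out: laser plate cytometry counting ubiquitin(G76V)-GFP-expressing U2OS cells after 4 hr compound exposure at 37 °C. Titrations spanned 46 uM to 2.9 nM; 0% = basal, 100% = 10 uM MG-132; concentration-response curves fitted.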
4-MU autofl: compound fluoresces in the 4-MU spectral region; compound autofluorescence, 340/450 nm, 4-MU equivalents; hits give high values; max dye-equivalent concentration, M; hit rate 11% among 59,000; AID 589; in the data active = max dye-equivalent concentration above about 10 nM; inconclusive = mostly about 1.1 nM to 9.6 nM
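Compounds in 100 mM Tris, pH 8.0, incubated 15 min at room temperature, then fluorescence read at 340 nm excitation/450 nm emission. Signal converted to 4-MU dye-equivalent concentration using an on-plate six-point 4-MU standard curve.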
BRCT inh red: disrupts BRCA1 BRCT binding to phosphoprotein, red fluorophore readout | Potency, µM (highest dose often 76.9 µM), for the others: at the top dose activity change, negative = inhibition, most hits filed as inhibitors | hit rate 0.03% among 75,000 | BRCT-phosphopeptide binding, red fluorescence polarization; note: % is set by controls: 0 for no effect and ±100 for the full control effect
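Fluorescence polarization: 100 nM His-tagged BRCA1 BRCT with 100 nM TAMRA-labelled phospho-BACH1 decapeptide, phosphate buffer pH 7.3 with 150 mM NaCl, DTT, 0.01% Tween 20; 12 min RT. Binding inhibition seen as FP decrease.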
HEK293 cAMP ctrl: raises cAMP in parental HEK293 cells, TSHR agonist counter-screen | parental HEK293 CNG cAMP sensor, membrane potential fluorescence | Potency, µM (series often up to 57.1 µM), inactives show top-dose activation, most hits filed as activators | hit rate 2.5% among 73,000; note: potency is the fitted concentration of half-maximal effect; % of control where 0% means no effect; nearly all actives have a fitted effect of over 55% in size
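Parental HEK 293 cells stably expressing a modified CNG channel (no TSHR) report cAMP rise as membrane depolarization. Membrane potential dye with 100 uM RO 20-1724 was loaded for 60 min at room temperature, then compound added for 30 min; fluorescence read at 590 nm.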
Casp1 inh: caspase-1 (human) inhibition, allosteric or competitive | Caspase-1 enzyme, Ac-WEHD-AFC fluorogenic rate | Potency, µM (titrated, usually from 57.5 µM), for inactives: top-dose activity change, negative = inhibition, usual class: inhibitors | hit rate 0.03% among 75,000 | AID 900;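 note: potency is the fitted concentration of half-maximal effect; plate controls were vehicle for no effect and no substrate for full effect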
Target sequence (P29466 120-297 limits assumed): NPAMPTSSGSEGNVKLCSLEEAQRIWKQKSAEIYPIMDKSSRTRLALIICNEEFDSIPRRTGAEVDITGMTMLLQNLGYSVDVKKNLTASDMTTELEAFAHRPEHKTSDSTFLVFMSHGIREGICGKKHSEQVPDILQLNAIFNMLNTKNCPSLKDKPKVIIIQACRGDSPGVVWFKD
Target sequence (P29466 317-404 limits assumed): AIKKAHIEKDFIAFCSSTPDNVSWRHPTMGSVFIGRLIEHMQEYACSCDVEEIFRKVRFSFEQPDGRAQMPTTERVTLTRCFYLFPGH
Fluorescein autfl: compound autofluorescence in fluorescein spectral region; hit rate 0.91% among 59,000; max fluorescein-equivalent concentration, M; Compound autofluorescence, 480/540 nm, fluorescein-equivalent; hits give high values; in the data active = max fluorescein-equivalent concentration above about 10 nM; inconclusive = between about 1.1 nM and that limit
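Tris 100 mM pH 8.0; 15 min RT; CCD read, ex 480/em 540 nm. Output: fluorescein-equivalent concentration per compound concentration, from six-point dye series on each plate.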
USP2a inh: blocks human ubiquitin-specific protease USP2a | USP2a enzymatic assay, qHTS inhibition | hit rate 0.1% among 60,000 | O75604 | Potency, µM (doses to about 38.3 µM), inactives show top-dose activity change, negative = inhibition, actives largely listed as inhibitors;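 note: potency is the fitted concentration of half-maximal effect; nearly all actives have a fitted effect of over 60% in size; plate controls were DMSO for no effect and NEM full inhibition control for full effect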
Target sequence (O75604 whole entry, looked up): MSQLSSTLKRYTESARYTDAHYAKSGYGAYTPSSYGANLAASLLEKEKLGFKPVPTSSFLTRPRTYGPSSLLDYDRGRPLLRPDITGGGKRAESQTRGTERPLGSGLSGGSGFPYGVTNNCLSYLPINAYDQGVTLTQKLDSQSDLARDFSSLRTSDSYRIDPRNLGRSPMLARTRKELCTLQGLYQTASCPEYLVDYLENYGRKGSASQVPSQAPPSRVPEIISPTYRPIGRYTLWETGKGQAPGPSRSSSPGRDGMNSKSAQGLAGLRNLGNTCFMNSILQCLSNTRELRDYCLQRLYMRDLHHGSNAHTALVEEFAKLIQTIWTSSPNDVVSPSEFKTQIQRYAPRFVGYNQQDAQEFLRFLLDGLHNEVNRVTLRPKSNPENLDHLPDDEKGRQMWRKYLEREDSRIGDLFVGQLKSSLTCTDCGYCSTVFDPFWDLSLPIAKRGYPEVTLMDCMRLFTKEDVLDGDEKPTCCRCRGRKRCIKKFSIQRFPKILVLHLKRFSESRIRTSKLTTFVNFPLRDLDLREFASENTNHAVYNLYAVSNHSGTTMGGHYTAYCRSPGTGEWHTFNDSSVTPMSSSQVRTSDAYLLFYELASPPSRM
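Coupled readout: USP2-cleaved Ub-PLA2 (20nM final) turns over NBD C6-HPC (20uM final), Ex 460nm/Em 535nm after 2.5 h, time-zero read flagging artifacts. Enzyme (20nM final, pH 8.0 Tris) given 30 min RT with compound first; NEM defines full inhibition.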
Casp7 inh: allosteric or competitive inhibitors of human caspase-7; Potency, µM (doses to about 57.5 µM), for the others: at the highest dose activity change, negative = inhibition, usual class: inhibitors; P55210; recombinant caspase-7, Ac-DEVD-AFC fluorescence rate; AID 889; hit rate 0.02% among 75,000; active = well fitted inhibition curve with a large enough effect in the main read-out, with a control signal flat, not every such curve was filed as active; inconclusive = small, poorly fitted or top-dose-only effect, or a change in a side signal; note: potency is the fitted concentration of half-maximal effect; % of control where 0% means no effect
GFP derepression: epigenetic modulators derepressing GFP locus in mouse cells; AID 597; Potency, µM (highest dose often 46.1 µM), without a hit: at the top dose GFP derepression (activation); hit rate 0.09% among 68,000; mouse C127i GFP locus derepression, cytometry, 30 h; note: % of control where 0% means no effect
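Derepression screen: silenced CMV-GFP reporter in murine C127i cells, 30 h compound incubation at 37 C, washed cells imaged by laser-scanning cytometer to enumerate GFP-expressing objects of 20 to 120 um.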
BRCT PPI green: blocks human BRCA1 BRCT binding to phosphopeptide, green readout | BRCA1 BRCT-phosphopeptide binding, green fluorescence polarization | Potency, µM (series often up to 76.9 µM), for inactives: top-dose activity change, negative = inhibition, actives largely listed as inhibitors | hit rate 0.05% among 75,000 | AID 875;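 note: potency is the fitted concentration of half-maximal effect; plate controls were peptide without protein for full effect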
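Fluorescence polarization: His-tagged BRCT (~35 kDa BRCA1 C-terminus, 250 nM) bound to 100 nM fluorescein-labeled phosphorylated 10-aa BACH1 peptide, pH 7.3 phosphate buffer with DTT and Tween 20. Compounds incubated 12 min at room temperature; inhibition read as lowered polarization.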
The depositor's hits bear a star; i = inactive; ? = inconclusive; . = not tested or not shown; [ ] = remark or other dose. Unless noted, calls come from the whole dose curve; as a rule, active = well fitted curve in the direction sought with a large enough effect; inconclusive = small, poorly fitted or top-dose-only effect, or another doubt; inactive = no such curve, though single readings can be large; an effect the other way counts as inactive or inconclusive. An excerpt; rates above refer to the full screens.

#	SMILES	A350 autofl	UbGFP stabilizer	4-MU autofl	BRCT inh red	HEK293 cAMP ctrl	Casp1 inh	Fluorescein autfl	USP2a inh	Casp7 inh	GFP derepression	BRCT PPI green
1	CC(C)CCNC(=O)Cn1cc2c(n1)CCCCC2	.	11%	.	0.0%	11%	0%	.	.	0%	0%	-2.9%
2	O=C(CN1C(=O)COc2ccccc21)N1CCc2ccccc21	3.4e-08M*	-2%	3.1e-08M*	1.8%	19%	0%	i	7%	1%	-5%	-1.6%
3	CN1CCN(/C=N/c2c(C#N)cnn2-c2ccccc2)CC1	i	5%	i	-2.1%	-2%	1%	i	-7%	1%	0%	-0.8%
4	Cc1ccc(N(C(C)C(=O)O)S(=O)(=O)c2c(C)n[nH]c2C)cc1 (stereo not drawn)	i	0%	i	0.8%	1%	1%	?	-4%	-1%	-1%	-0.9%
5	COc1ccc(N2CCN(Cc3nc(N)nc(Nc4ccccc4OC)n3)CC2)cc1	i	2%	i	0.4%	-1%	-1%	i	24%	0%	0%	-1.6%
6	O=C(NCC1CCCO1)C1CCN(C(=O)c2ccc(Cl)cc2)CC1 (stereo not drawn)	i	1%	i	1.7%	9%	1%	i	-1%	0%	-3%	-1.7%
7	COc1ccc(-c2cc3ccccc3n2CC(O)CN2CCN(CCO)CC2)cc1 (stereo not drawn)	.	12%	.	1.1%	8%	-1%	.	.	-2%	0%	-1.3%
8	CCOC(=O)C(Cc1c[nH]c2ccccc12)NC(=O)c1ccco1 (stereo not drawn)	i	-3%	i	-2.0%	10%	-2%	i	11%	1%	2%	-1.4%
9	COCCCNc1nc(=S)[nH]c2cc(OC)c(OC)cc12	?	-5%	?	-0.8%	?	0%	i	-7%	0%	-1%	-0.2%
10	CC(=O)Nc1ccc(NC(=O)CN2CCCC(C)C2)c(Cl)c1 (stereo not drawn)	i	-4%	i	-0.5%	1%	3%	i	1%	0%	0%	-0.3%
11	COc1cccc(NS(=O)(=O)c2ccc(NC(C)=O)cc2)c1	i	-5%	i	0.9%	10%	-1%	i	0%	1%	-3%	-2.2%
12	C[C@@H]1O[C@@H](n2cc(F)c(=O)[nH]c2=O)[C@H](O)[C@@H]1O	i	10%	i	2.1%	16%	-2%	?	-1%	2%	-1%	1.6%
13	Cn1c(Cn2nnc3ccccc32)nnc1SCC(=O)Nc1ccc2c(c1)OCO2	i	4%	i	-0.5%	3%	1%	i	-2%	-1%	-1%	-1.9%
14	Cc1ccc2nc(Nc3ncc4c(n3)CCCC4=O)nc(C)c2c1	i	10%	i	0.1%	-3%	0%	i	21%	-1%	-3%	5.4%
15	O=C1Nc2cc3c(cc2Sc2ccccc21)OCCO3	i	1%	i	2.2%	?	-4%	?	0%	-2%	-2%	-3.1%
16	CCc1ccc(NC(=O)c2cc(C)on2)cc1	i	0%	i	0.4%	-4%	-2%	i	5%	-1%	-3%	0.3%
17	CCC(C(=O)Nc1cc(C)nn1-c1nc(C)cc(C)n1)c1ccccc1 (stereo not drawn)	i	0%	i	0.6%	16µM*	-1%	i	29%	-3%	3%	-0.1%
18	O=C(CCS(=O)(=O)c1cccc2nsnc12)N1CCN(Cc2ccc3c(c2)OCO3)CC1	i	7%	i	-2.2%	4%	2%	i	28%	-1%	2%	1.7%
19	COc1ccccc1NC(=O)c1ccc(Cl)c(S(=O)(=O)N2CCOCC2)c1	.	-6%[9.17 µM]	.	-0.9%	26%[11.4 µM]	-2%	.	11%[7.66 µM]	1%	-3%	0.9%
20	COc1ccccc1-c1noc(CCC(=O)Nc2ccccc2Cl)n1	i	-5%	i	-1.4%	2%	-1%	?	12%	-2%	-2%	1.8%
21	COC(=O)c1ccccc1S(=O)(=O)N(CCCN1CCOCC1)Cc1cccs1	?	1%	i	0.9%	?	0%	i	-8%	1%	2%	-0.4%
22	Cc1ccc(NC(=O)C2CCCN(S(=O)(=O)c3cccs3)C2)cc1 (stereo not drawn)	i	-2%	i	1.3%	21%	0%	i	12%	-3%	-1%	-1.3%
23	COc1ccc(CCNC(=O)CSc2nc(O)c(CC(C)C)c(=O)[nH]2)cc1OC	i	10%	i	0.1%	4%	1%	i	12%	0%	-3%	-1.4%
24	COc1ccc(CNc2ccnc(-c3ccc4c(c3)OCO4)n2)c(OC)c1	1.2e-08M*	-6%	1.4e-08M*	-0.1%	28%	-5%	?	-68%	-5%	2%[9.22 µM]	-1.5%
25	COc1ccccc1C[C@@H](Cc1nc2ccccc2[nH]1)c1nc2ccccc2[nH]1	i	2%	i	.	29%	.	?	.	.	-2%[9.22 µM]	.
26	CC(C)NC(=O)CN(CCc1ccccc1)S(C)(=O)=O	i	-6%	i	-2.6%	-35%[inhibitor]	0%	i	5%	-1%	2%	-2.0%
27	CCN(CC(=O)NCc1cccs1)c1nnnn1-c1ccccc1	i	0%	i	-0.1%	4%	1%	i	-8%	0%[0.00368 µM]	0%	-1.3%
28	COC(=O)c1ccc(N2C(=O)CC(N3CCOCC3)C2=O)cc1 (stereo not drawn)	.	-12%	.	-0.6%	-3%	-1%	.	-2%	1%	0%	0.0%
29	COC(=O)c1sccc1NC(=O)Cn1nnc(-c2ccc(C)cc2)n1	i	3%	i	-2.4%	?	-3%	?	4%	-4%	-3%	-2.3%
30	O=S(=O)(O)c1cc(N=[N+]([O-])c2cc(S(=O)(=O)O)c3ccccc3c2)cc2ccccc12	?	-1%[9.17 µM]	?	-3.2%[15.4 µM]	0%[11.4 µM]	-2%[11.5 µM]	?	.	-7%[11.5 µM]	12%[9.22 µM]	-0.2%[15.4 µM]
31	CCn1c(SCC(=O)Nc2nc(C)cs2)nnc1-c1ccco1	i	5%	i	-3.0%	?	1%	?	7%	2%	-4%	-2.7%
32	c1ccc(C2=Nn3c(nnc3-c3n[nH]c4c3CCC4)SC2)cc1	i	.	i	-6.2%	19%	-1%	?	-1%	0%	-2%	3.0%
33	Cc1ccc2nc(SCC(=O)NCC3CCCO3)c(C#N)cc2c1 (stereo not drawn)	1.5e-08M*	-5%	1.5e-08M*	0.6%	0%	-4%	i	0%	-4%	-1%	1.2%
34	O=C(c1ccco1)N1CCN(S(=O)(=O)c2cccc(C(F)(F)F)c2)CC1	i	1%	i	-0.6%	6%	-1%	i	6%	1%	4%	0.9%
35	CC1CN(C)C(C)CC1NCc1ccc2c(c1)OCO2 (stereo not drawn)	i	-6%	i	1.0%	14%	2%	i	-8%	2%	4%	-0.4%
36	COc1cccc2cc(C(=O)N3CCc4ccccc4C3)c(=O)oc12	i	2%	i	-1.8%	8%	-1%	i	4%	-1%	-2%	-1.0%
37	CCc1nc(N2CCCC2C(=O)O)c2oc3ccccc3c2n1 (stereo not drawn)	i	-1%	i	-1.4%	3%	2%	i	-8%	0%	-3%	-0.8%
38	CC(C)(C)OC(=O)N[C@@H](Cc1ccccc1)c1nnc(S(=O)(=O)Cc2ccccc2)o1	i	-7%	i	0.6%	?	2%	i	4%	-3%	0%	1.4%
39	CN1CCN(c2ccnc(-c3cccnc3)n2)CC1	?	-5%	?	-0.5%	?	-2%	i	-1%	-4%	0%[9.22 µM]	0.4%
40	N#CCCn1cc(/C=N/O)c(-c2ccc(-c3ccccc3)cc2)n1	.	-6%	.	0.6%	-11%	-2%	.	7%	-3%	3%	1.0%
41	CCOCCCNC(=O)N1CCOCC1	i	-5%	i	0.1%	1%	-1%	i	-2%	-2%	1%	-1.4%
42	O=C(CC1Oc2ccccc2NC1=O)NCCCN1CCCC1=O (stereo not drawn)	.	-7%	.	-0.6%	-2%	1%	.	.	0%	.	-0.9%
43	COc1cc(-c2nc(S(=O)(=O)c3ccc(Cl)cc3)c(N(C)C)o2)cc(OC)c1OC	i	-4%	i	1.3%	8%	-1%	i	-6%	1%	6%	-2.4%
44	O=C(CC1Oc2ccccc2NC1=O)NC1CCCC1 (stereo not drawn)	.	6%	.	0.1%	7%	0%	.	.	-2%	-2%	-0.8%
45	COc1ccccc1NC(=O)c1ccccc1NS(C)(=O)=O	i	2%	i	0.0%	22%	-1%	i	12%	-2%	6%	-2.1%
46	O=C(CN(CCc1ccccc1)C(=O)CNS(=O)(=O)c1ccccc1)NCc1ccco1	i	3%	i	1.2%	4%	0%	i	4%	3%	-1%	1.0%
47	CCCn1c(SCC(=O)N2CCc3ccccc32)nnc1-c1ccco1	i	1%	i	-1.1%	?	0%	i	25%	2%	-1%	-0.2%
48	O=C(Nc1cccc2cccnc12)[C@@H]1[C@@H](C(=O)O)[C@H]2CC[C@@H]1O2	i	-5%[9.17 µM]	i	-1.4%[15.4 µM]	3%[11.4 µM]	0%[11.5 µM]	i	.	1%[11.5 µM]	2%[9.22 µM]	0.4%[15.4 µM]
49	COc1ccc(S(=O)(=O)Nc2ccc(S(=O)(=O)N3CCCCC3)cc2)cc1OC	i	.	i	-1.1%	-4%	-2%	i	8%	-1%	6%	1.6%
